Screens from PubChem BioAssay.
Gli-Sufu block = Gli-Sufu pathway antagonists, primary screen, luciferase luminescence, Sufu-KO-LIGHT cells, uHTS | inhibition, % at 5 µM | 340,000 tested, 0.74% active | Sufu-KO-LIGHT fibroblasts, Gli luciferase reporter luminescence;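 active = inhibition above about 55%, limit read from the data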;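 also: 0% = DMSO-treated cells and 100% = wells with medium but no cells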
CXCR6 block = CXCR6 receptor inhibitors, primary screen, cell-based, beta-arrestin, luminescence, CHO-K1 PathHunter, 1536-well; 360,000 tested, 0.36% active; inhibition, % at 20 µM; AID 602244, 2012; C-X-C chemokine receptor type 6 (Homo sapiens), O00574; in the data active = inhibition above about 34%, passing the limit was not always enough;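 also: antagonist mode with CXCL16 agonist at 10 nM final; 0% = 10 nM CXCL16 with DMSO and 100% = unstimulated wells without agonist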
697 NFkB inh = inhibitors of PMA/ionomycin-induced NF-kB reporter, 697 cells, primary screen, B-cell NF-kB inhibitor project, cell-based, luminescence, uHTS. 697 B-cell NF-kB luciferase reporter, 16 h. inhibition, % at 4 µM. 330,000 tested, 0.33% active; in the data active = inhibition above about 35%
EBI2 block = EBI2 receptor antagonists, beta-arrestin recruitment, primary screen, cell-based, luminescence, 7a,25-OHC stimulation, uHTS; G-protein coupled receptor 183 (Homo sapiens), P32249; 7a,25-OHC stimulated; inhibition, % at 5 µM; 360,000 tested, 0.81% active; AID 651636, 2012; in the data active = inhibition above about 38%;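 also: enzyme fragment complementation signal reports receptor beta-arrestin coupling in cells; 0% = agonist plus DMSO wells and 100% = wells without agonist; some results beyond the cut were filed as inactive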
Target sequence (P32249 whole entry, looked up, the tested form may be a part): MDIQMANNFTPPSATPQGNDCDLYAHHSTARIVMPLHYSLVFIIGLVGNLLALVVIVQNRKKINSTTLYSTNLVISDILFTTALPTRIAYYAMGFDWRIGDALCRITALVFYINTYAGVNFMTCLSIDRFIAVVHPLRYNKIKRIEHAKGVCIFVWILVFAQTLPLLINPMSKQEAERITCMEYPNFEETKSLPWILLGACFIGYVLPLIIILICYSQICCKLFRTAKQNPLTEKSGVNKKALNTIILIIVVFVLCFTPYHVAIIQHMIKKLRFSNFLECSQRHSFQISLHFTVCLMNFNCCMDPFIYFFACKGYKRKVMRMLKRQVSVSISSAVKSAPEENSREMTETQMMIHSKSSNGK
Jurkat NFkB inh = inhibitors of induced NF-kB luciferase reporter, primary screen, TCR NF-kB activation inhibitor project, cell-based, luminescence, uHTS; Jurkat, PMA/ionomycin-induced NF-kB luciferase reporter; inhibition, % at 4 µM; 330,000 tested, 0.53% active; in the data active = inhibition above about 50%
UBC13 inh = UBC13 polyubiquitin chain formation inhibitors, primary screen, biochemical, TR-FRET, uHTS | Ubiquitin-conjugating enzyme E2 N (Homo sapiens), P61088 | inhibition, % at 20 µM | 330,000 tested, 0.47% active | AID 485273, 2010; in the data active = inhibition above about 45%, passing the limit was not always enough
CCR6 antagonist = CCR6 receptor antagonists, primary screen, cell-based, CHO-K1, luminescence, beta-arrestin, uHTS; CHO-K1 CCR6 PathHunter beta-arrestin, CCL20-stimulated; inhibition, % at 20 µM; 340,000 tested, 0.49% active; AID 493098, 2011;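 active = compounds whose inhibition of the agonist-driven luminescence signal at 20 µM reaches about 50%, limit read from the data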;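 also: cells stimulated with CCL20 at 14 nM final; plate controls were DMSO with CCL20 for no effect and DMSO without agonist for full effect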
Target sequence (P51684 whole entry, looked up): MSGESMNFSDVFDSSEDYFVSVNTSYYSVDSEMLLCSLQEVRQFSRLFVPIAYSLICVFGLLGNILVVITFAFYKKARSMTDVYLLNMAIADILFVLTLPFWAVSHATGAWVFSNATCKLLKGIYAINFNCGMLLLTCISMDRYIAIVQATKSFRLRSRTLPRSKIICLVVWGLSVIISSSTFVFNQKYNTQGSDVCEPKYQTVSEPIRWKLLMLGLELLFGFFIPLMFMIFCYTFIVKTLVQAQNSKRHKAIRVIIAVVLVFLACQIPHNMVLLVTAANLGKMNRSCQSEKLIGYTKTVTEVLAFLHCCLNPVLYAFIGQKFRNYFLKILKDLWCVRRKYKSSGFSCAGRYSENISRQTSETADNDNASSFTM
APJ antagonist = antagonists of human apelin receptor APJ, primary screen, CHO-K1 cells, beta-arrestin complementation, luminescence | P35414 | inhibition, % at 20 µM | 330,000 tested, 0.32% active;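 active = inhibition above about 40% at 20 µM, limit read from the data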;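 also: cells challenged with 10 nM apelin-13 agonist together with compound; plate controls were apelin-13 plus DMSO wells for no effect and DMSO wells lacking apelin-13 for full effect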
Target sequence (P35414 whole entry, looked up): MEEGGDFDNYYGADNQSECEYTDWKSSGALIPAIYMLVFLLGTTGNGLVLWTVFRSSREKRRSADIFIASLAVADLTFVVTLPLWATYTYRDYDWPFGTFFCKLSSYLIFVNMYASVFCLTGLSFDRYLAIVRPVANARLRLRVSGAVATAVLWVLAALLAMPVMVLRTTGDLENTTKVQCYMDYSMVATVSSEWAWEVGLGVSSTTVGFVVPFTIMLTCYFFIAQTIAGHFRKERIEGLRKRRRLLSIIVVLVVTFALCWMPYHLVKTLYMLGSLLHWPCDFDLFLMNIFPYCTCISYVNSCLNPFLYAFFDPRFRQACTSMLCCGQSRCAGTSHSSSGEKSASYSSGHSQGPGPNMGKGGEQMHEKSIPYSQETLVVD
* = called active by the depositor; i = inactive; . = not tested or not shown.

SMILES	Gli-Sufu block	CXCR6 block	697 NFkB inh	EBI2 block	Jurkat NFkB inh	UBC13 inh	CCR6 antagonist	APJ antagonist
CCN1CCN(c2nc(Nc3ccc(OC)cc3)nc(N)c2[N+](=O)[O-])CC1	-9.5	-1.3	12.3	6.4	-2.4	-4.6	6.8	4.0
CCN(CC)C(=O)CSc1nc2sc3c(c2c(=O)n1CCOC)CCC3	8.1	3.1	16.4	-0.3	4.5	-2.9	7.3	27.8
O=C(Nc1ccccc1N1CCCCC1)c1ccc(N2C(=O)c3ccccc3C2=O)cc1	-0.7	2.1	-10.3	29.1	2.3	0.8	14.9	9.8
O=C(O)c1ccc(/C=N/N2CCN(C3c4ccccc4-c4ccccc43)CC2)cc1	-0.6	-0.4	-6.7	-5.4	3.7	-19.5	8.3	15.1
CCOC(=O)c1cccc(S(=O)(=O)N(CCO)Cc2cc3cc(OC)ccc3[nH]c2=O)c1	1.3	3.3	-3.4	-3.9	-1.5	-12.3	-8.9	-7.2
CCN1CCN(c2c(Cl)cccc2NC(=O)c2ccc([N+](=O)[O-])o2)CC1	.	-20.6	-16.8	-32.8	40.0	-8.5	.	-62.7
CC(C)(CNC(=O)CO/N=C1/C=C2CCC3C(C(O)C[C@@]4(C)C3CC[C@]4(O)C(=O)CO)[C@@]2(C)CC1)C(O)C(=O)O (stereo partly drawn)	3.7	-8.6	-2.1	-10.8	10.5	-3.4	5.9	9.7
COc1ccc(-c2noc(CN(C(=O)c3ccc4c(c3)OCO4)C(C)C)n2)cc1	41.3	-1.1	-7.2	-1.3	-16.0	-3.3	26.3	1.6
CN1C(=O)/C(=C/C=C2\SCCN2C)N(C)C1=S	-86.5	11.8	-57.6	-10.2	-62.7	i	20.9	15.3
CN(C(=O)c1cccc(NC(=O)Cc2ccc(NC(=O)C3CCN(S(=O)(=O)c4cccc([N+](=O)[O-])c4)CC3)cc2)c1)C1CCC1	2.8	-4.6	.	76.5*	.	.	9.1	.
Cc1cccc(C(C)C)c1NC(=O)CSc1ncnc2[nH]ncc12	-6.5	-2.5	-19.3	13.6	-8.3	6.9	0.8	-11.5
Cc1ccc(S(=O)(=O)N2CCOCC2)cc1C(=O)OC(C)C(=O)c1ccccc1 (stereo not drawn)	-2.1	8.2	2.3	-1.8	3.5	3.6	18.2	-17.6
COc1ccc(CCNC(=O)CCSCc2ccccc2F)cc1OC	4.4	5.3	-3.8	-2.2	11.8	5.6	7.1	5.3
COc1cc(C(C)=O)ccc1OCc1cn(CC(=O)c2ccc(O)cc2)nn1	-14.0	19.9	.	7.6	.	.	21.7	.
CC[C@@H](C)[C@H](CNC)NC[C@@H](Cc1cccc2ccccc12)NCCc1cccc(C(F)(F)F)c1	14.1	8.4	9.1	-3.1	25.2	59.9*	44.4	17.8
COc1cccc(NC(=O)CCC(=O)Nc2ccc3nc(N4CCOCC4)cc(C)c3c2)c1	-39.5	-2.8	-15.9	1.7	-19.0	7.4	-7.3	6.2
O=C(c1ccc2c3n(nc2c1)-c1ccccc1CO3)N1CCCCC1	-67.2	-9.2	-135.2	-2.3	-123.3	-9.5	-0.8	2.8
COc1ccc(NC(=O)CCN2CCN(S(=O)(=O)c3ccc(OC)cc3)CC2)cc1	-6.8	-3.1	0.0	16.8	9.9	-4.4	-10.5	-28.4
O=C(CCn1nnc2ccccc2c1=O)N[C@@H](Cc1c[nH]c2ccccc12)C(=O)O	0.0	3.9	12.9	-3.4	13.8	0.3	7.2	18.9
Cc1c(-c2ccccc2)[n+](=O)c2c(n1[O-])CCCC2	0.0	-5.7	8.5	-4.6	14.6	1.0	0.0	-19.4
Cc1ccc(SCC(=O)N2CCN(c3ccc(F)cc3)CC2)cc1	-14.7	-0.2	.	62.9*	.	.	6.7	.
Cc1c(Cl)cccc1NC(=S)/C(=C(\[O-])c1ccc(Cl)s1)[n+]1ccccc1	3.8	7.6	7.2	-0.8	-11.6	-18.2	12.8	2.0
c1cc(CNC2C3CC4CC(C3)CC2C4)ccn1 (stereo not drawn)	2.8	-6.4	6.1	-3.3	-22.9	-7.1	0.5	17.1
CSc1ncccc1C(=O)OCC(=O)NC12CC3CC(CC(C3)C1)C2	-1.5	2.0	-7.8	2.3	-8.9	-3.3	13.2	5.4
COc1ccc(F)c(CN2CCCC(CO)(Cc3cccc(Cl)c3)C2)c1 (stereo not drawn)	14.2	5.4	2.3	11.3	3.2	8.2	10.9	6.7
CCOC(=O)c1ccc2c(c1)N(CC(=O)N1CCCCC1)C(=O)C(C)(C)O2	3.1	-1.0	-0.5	-43.6	3.2	3.5	10.5	13.3
CC(C)(C)OC(=O)N[C@@H](C(=O)OC(C)(C)C)c1ccc2ccccc2c1	0.7	4.5	7.1	2.4	-7.0	-4.1	17.9	12.0
Cc1nonc1CC(=O)N1CCc2c([nH]c3ccccc23)C1c1ccccc1F (stereo not drawn)	5.3	-4.0	16.3	9.8	-7.5	-3.4	30.4	-7.4
O=C(Nc1ccc(Sc2ccc(Br)cc2)cc1)c1ccco1	13.5	-11.4	15.7	1.3	4.4	3.7	8.1	-14.7
CC(C)(C)NS(=O)(=O)c1cc2c3c(c1)CCN3C(=O)CC2	-3.6	4.9	-23.6	-2.3	3.2	-5.7	-12.1	9.4
COC(=O)c1ccccc1NC(=O)CSc1nnc(-c2cccnc2)n1C	-1.8	2.5	0.9	-7.8	-3.6	9.6	-12.6	0.6
c1ccc2sc(N3CN(CCN4CCOCC4)CN(c4nc5ccccc5s4)C3)nc2c1	10.5	3.0	-16.3	-16.1	-6.7	5.7	3.9	6.3
Oc1ccc(-c2csc(Nc3ncccn3)n2)c(O)c1	-77.7	-6.8	-82.0	0.7	-67.8	0.7	-10.1	-1.2
O=C(CCCn1c(=S)[nH]c2cc3c(cc2c1=O)OCO3)NCc1ccco1	3.6	-9.9	-0.6	-3.7	10.4	21.0	-4.9	9.1
CC(=O)Nc1ccc(NC(=O)Nc2ccccc2)cc1	-13.5	3.3	-16.6	-3.0	-21.2	-2.8	5.2	15.9
O=C(C(=O)N1CCc2ccccc2C1)N1CCc2ccccc2C1	.	.	7.5	.	-2.8	5.8	.	4.5
O=C(COc1ccc(Cl)cc1Cl)Nc1ccc(-c2ccc(N3CCOCC3)nn2)cc1	-38.8	-3.3	-72.3	9.0	-24.6	2.1	13.3	13.8
CCCOc1cccc(C(=O)Nc2ccccc2C(=O)N2CCN(C)CC2)c1	.	3.4	1.5	-1.7	-14.4	-0.2	15.0	19.0
CCC1(CC)C(=O)N(C)C(=O)NC1=Nc1ccc(OC)cc1	3.4	-12.4	-3.2	-14.9	-3.9	1.5	-4.5	4.1
CCCCC(=O)N(CCOC)c1nnc(-c2ccccc2C)s1	8.1	4.0	3.4	19.3	-6.9	9.5	10.7	8.2
Cc1cccc(CSc2ccc(-c3ccco3)nn2)c1	-68.0	-20.4	-27.6	5.9	-21.7	3.7	8.1	-6.8
Cn1cc(C=O)c(-c2ccc3c(c2)OCCCO3)n1	9.1	-3.2	-4.5	6.4	-26.9	6.7	6.0	9.5
COc1cccc(C(=O)NCC(=O)NNc2ncnc(N)c2[N+](=O)[O-])c1	-3.8	14.3	6.6	1.7	10.0	4.1	29.2	26.6
CCOC(=O)C1CCN(C(=O)C2CC(=O)N(c3ccc4c(c3)OCCO4)C2)CC1 (stereo not drawn)	0.6	-2.2	-0.2	6.5	22.4	13.4	1.4	18.2
COc1ccc(CN2C(=O)c3cccnc3C2=O)cc1S(=O)(=O)NCc1ccccc1	13.8	4.0	-1.1	-7.1	-7.0	-2.3	-5.1	-1.7
Cc1ccc(NC(=O)CN(C)C(=O)COc2c(Cl)cc(Cl)c3ccc(C)nc23)cc1	0.3	-1.3	-4.7	9.0	5.1	0.7	5.8	-4.4
CC(C)(C)c1ccc(C(=O)N2CCN(C(=O)c3ccco3)CC2)cc1	11.8	-7.7	4.2	-9.5	21.2	0.3	-4.3	14.7
CCOC(=O)Cc1csc(NC(=O)CSc2nnc(-c3ccc(NS(=O)(=O)CC)cc3)o2)n1	-2.4	-4.9	-1.9	-9.2	2.7	10.6	-10.1	-13.6
Cc1ccc2nc(NCC(N)=O)nc(-c3ccccc3)c2c1	-2.7	.	-3.5	.	16.0	13.1	11.1	5.1
Cc1ccccc1CSCCNC(=O)CSCc1ccc([N+](=O)[O-])cc1	-18.9	-4.3	-16.4	1.2	-0.6	6.8	10.9	-6.9
O=C(COc1ccccc1Cl)Nc1cnn(Cc2ccccc2)c1	1.2	-10.3	0.3	7.2	-3.5	-0.1	18.4	-9.2
COc1ccc(C2(c3ccc(OC)cc3)NC(=O)N(CC(=O)Nc3ccccc3)C2=O)cc1	4.1	9.7	15.6	22.5	34.8	-1.6	-16.6	1.4
O=C(O)Cc1ccc(NC(=O)COc2ccc3ccccc3c2)cc1	-3.8	2.6	-15.3	2.9	-6.7	0.7	3.1	4.8
COc1ccc(NC(=O)CSc2nccn2Cc2ccco2)c(OC)c1	-17.0	5.0	-25.9	-0.5	-6.7	4.4	1.5	-4.3
COCCN1CC(C(=O)N2CCC(Oc3ccccc3OC)CC2)CCC1=O (stereo not drawn)	3.6	3.1	7.1	-0.6	-2.9	-6.9	5.5	3.1
CCOc1ccc(OCCC(=O)OCC(=O)Nc2ccc(Cl)cn2)cc1	-10.9	-16.0	15.1	3.9	13.8	-1.3	-3.5	12.5
CCCCNC(=O)C1CCN(C(=O)Nc2ccc(C)cc2)CC1	-4.3	3.2	-4.8	-9.4	1.3	5.8	-14.0	5.1
COc1ccc(CSc2nnc(C)n2N)cc1	-3.7	-16.4	6.9	-5.6	-16.2	-2.5	-18.1	-13.5
O=C(CCl)Nc1cc(SCC(O)CO)cc([N+](=O)[O-])c1 (stereo not drawn)	63.4*	-1.4	.	0.0	.	.	3.9	.
CC(=O)C1C(=O)c2c(cccc2[N+](=O)[O-])C1=Nc1ccc(S(N)(=O)=O)cc1 (stereo not drawn)	-4.5	-5.0	-7.4	-10.5	-10.4	-2.0	-11.7	-4.7

(cont.)
SMILES	Gli-Sufu block	CXCR6 block	697 NFkB inh	EBI2 block	Jurkat NFkB inh	UBC13 inh	CCR6 antagonist	APJ antagonist
COc1ccc(Cc2nc3ccccc3n2CC(=O)N/N=C/c2ccc(C)cc2O)cc1OC	10.2	1.5	27.3	2.3	8.1	2.6	17.2	1.9
Cc1ccc(S(=O)(=O)NCc2ccc(C(=O)NC3CCCCC3)cc2)cc1	15.0	8.1	1.8	3.1	11.2	9.0	10.4	17.9
CC(C)[C@H](NC(=O)C1CCCC1)c1nc2ccccc2[nH]1	26.3	4.5	6.5	-5.2	2.6	-5.1	4.0	4.1
CC(=O)Nc1cc2c(nc1C)nc(C)n2Cc1ccc(Br)cc1	-11.6	-6.1	3.0	-1.2	-4.6	10.7	-2.5	3.0
CCN(CC)CCCNc1oc(-c2ccccc2[N+](=O)[O-])nc1C#N	-1.9	-2.5	-1.7	-7.4	-33.8	1.1	12.3	-20.4
CCOc1ccc(-c2csc3nc[nH]c(=O)c23)cc1	-21.9	-0.3	-21.5	-4.4	-3.9	-6.3	-3.6	6.9

Taken from above.
CCR6 antagonist with `CCN(CC)CCCNc1oc(-c2ccccc2[N+](=O)[O-])nc1C#N` = 12.3
Gli-Sufu block with `CC(C)[C@H](NC(=O)C1CCCC1)c1nc2ccccc2[nH]1` = 26.3
CCR6 antagonist with `CC(=O)Nc1cc2c(nc1C)nc(C)n2Cc1ccc(Br)cc1` = -2.5
CCR6 antagonist with `CCOc1ccc(-c2csc3nc[nH]c(=O)c23)cc1` = -3.6

Part of the list above, comma-delimited:
SMILES,Gli-Sufu block,CXCR6 block,697 NFkB inh,EBI2 block,Jurkat NFkB inh,UBC13 inh,CCR6 antagonist,APJ antagonist
Cc1ccc(S(=O)(=O)NCc2ccc(C(=O)NC3CCCCC3)cc2)cc1,15.0,8.1,1.8,3.1,11.2,9.0,10.4,17.9
CC(C)[C@H](NC(=O)C1CCCC1)c1nc2ccccc2[nH]1,26.3,4.5,6.5,-5.2,2.6,-5.1,4.0,4.1
